Bioassay records as filed in PubChem.
FadD28 binding – inhibitors of FadD28 bisubstrate probe binding, primary screen, biochemical, fluorescence polarization, single point | AID 588549, 2011 | inhibition, % at 12.5 µM | 360,000 compounds, 0.22% hits; in the data active = inhibition above about 8.5%, passing the limit was not always enough; inconclusive = no clear call, values can overlap the other calls
Rv3671c protease – Rv3671c serine protease inhibitors, primary screen, biochemical, fluorescence polarization, M. tuberculosis H37Rv. AID 2606, 2010. 320,000 compounds, 0.048% hits. inhibition, % at 5.96 µM; in the data active = inhibition above about 38%;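 also: extracellular domain of Rv3671c used as enzyme; 0% = enzyme with DMSO and 100% = no enzyme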
Target sequence (P9WHR9 whole entry, looked up, the tested form may be a part): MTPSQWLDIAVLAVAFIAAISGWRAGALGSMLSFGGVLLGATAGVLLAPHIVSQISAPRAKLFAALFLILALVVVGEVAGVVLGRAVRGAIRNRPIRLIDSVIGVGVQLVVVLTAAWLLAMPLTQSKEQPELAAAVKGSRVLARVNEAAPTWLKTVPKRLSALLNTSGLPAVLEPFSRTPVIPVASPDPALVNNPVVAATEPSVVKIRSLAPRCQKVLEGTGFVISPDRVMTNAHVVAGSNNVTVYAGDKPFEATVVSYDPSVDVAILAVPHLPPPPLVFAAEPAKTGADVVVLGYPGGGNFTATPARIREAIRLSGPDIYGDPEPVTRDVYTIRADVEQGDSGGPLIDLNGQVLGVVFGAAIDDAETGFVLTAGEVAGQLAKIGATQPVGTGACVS
BioA inh – M. tuberculosis BioA enzyme inhibitors, primary screen, biochemical, plate reader, single point, HTS | 360,000 compounds, 0.096% hits | inhibition, % at 9.99 µM | purified M. tuberculosis BioA enzyme; in the data active = inhibition above about 40%; inconclusive = no clear call, values can overlap the other calls
BoNT-F LC inh – BoNT/F light chain protease inhibitors, primary screen, biochemical, flow cytometry, MLPCN library; Multiplex microsphere protease cleavage assay; inhibition, % at 10 µM; 360,000 compounds, 0.22% hits; Botulinum neurotoxin type F light chain protease (Clostridium botulinum); AID 588497, 2011; in the data active = inhibition above about 35%, passing the limit was not always enough; inconclusive = no clear call, values can overlap the other calls; also: plate controls were buffer without enzyme for full effect and enzyme alone for no effect
GDH-TPI inh – GDH-TPI coupling enzyme inhibitors, primary screen, artefact control for M. tuberculosis FBA inhibitor project, biochemical, absorbance, full deck; GDH-TPI coupled enzyme counterscreen, NADH absorbance; inhibition, % at 4.8 µM; 360,000 compounds, 1.2% hits; AID 588335, 2011; in the data active = inhibition above about 30%;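 also: 0% = DMSO wells and 100% = wells lacking the enzyme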
MazF activator – activators of E. coli MazEF toxin-antitoxin RNase, primary screen, biochemical, fluorescence, uHTS; FAM/BHQ RNA-DNA oligo cleavage fluorescence, 5 h; activation, % at 20 µM; 350,000 compounds, 0.32% hits; AID 504720, 2011; in the data active = activation above about 50%
Target sequence (P0AE70 whole entry, looked up): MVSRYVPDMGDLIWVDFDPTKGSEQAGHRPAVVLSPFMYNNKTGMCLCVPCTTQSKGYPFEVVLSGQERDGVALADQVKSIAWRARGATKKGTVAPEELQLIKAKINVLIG
Mtb UGM inh – M. tuberculosis UGM enzyme inhibitors, primary screen, biochemical, fluorescence polarization, single point. inhibition, % at 10 µM. purified UGM, fluorescence polarization probe displacement. AID 504406, 2011. 320,000 compounds, 0.06% hits; in the data active = inhibition above about 10%, passing the limit was not always enough; inconclusive = no clear call, values can overlap the other calls
FBA Mtb inh – Mtb FBA enzyme inhibitors, primary screen, biochemical, fluorescence, strain H37Rv | 360,000 compounds, 2.3% hits | purified M. tuberculosis FBA, fluorescence read-out | inhibition, % at 1 µM | AID 588726, 2011 | Fructose-bisphosphate aldolase (Mycobacterium tuberculosis (strain ATCC 25618 / H37Rv)), …; in the data active = inhibition above about 27%;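 also: 0% = vehicle and 100% = reference inhibitor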
Target sequence (P9WQA3 whole entry, looked up): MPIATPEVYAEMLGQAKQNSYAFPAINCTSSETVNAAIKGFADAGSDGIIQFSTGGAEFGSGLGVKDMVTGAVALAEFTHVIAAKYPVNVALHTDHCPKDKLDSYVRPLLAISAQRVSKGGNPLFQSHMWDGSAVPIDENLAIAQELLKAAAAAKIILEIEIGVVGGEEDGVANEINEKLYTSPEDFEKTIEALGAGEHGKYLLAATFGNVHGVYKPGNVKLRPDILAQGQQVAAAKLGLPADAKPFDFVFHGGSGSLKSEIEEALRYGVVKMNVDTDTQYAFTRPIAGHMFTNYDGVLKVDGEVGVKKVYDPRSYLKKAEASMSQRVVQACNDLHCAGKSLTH
PrPC surface inh – inhibitors of human cell surface prion protein PrPC, primary screen, cell-based, TR-FRET; inhibition, % at 13.8 µM; TR-FRET read-out; Major prion protein (Homo sapiens), P04156; 370,000 compounds, 0.43% hits; in the data active = inhibition above about 24%; also: 0% = median of the test wells and 100% = reference compound wells
An asterisk follows results filed as active; ? = inconclusive; . = not tested or not shown; + = active, no number.

SMILES	FadD28 binding	Rv3671c protease	BioA inh	BoNT-F LC inh	GDH-TPI inh	MazF activator	Mtb UGM inh	FBA Mtb inh	PrPC surface inh
COc1ccc(-c2nc(Cn3c(SCc4ccc(C)cc4)nc4ccncc43)c(C)o2)cc1OC	-14	-10	1.4	-18	-10	6	-2.6	2	-14
COCC(C)NC(=O)c1cc2c(ccc3ccccc32)oc1=O (stereo unspecified)	-3.7	8	-1.1	4	9	4	0.6	+	1
CS(=O)(=O)N(CC(=O)NCC1CCCO1)c1cc(Cl)c(Cl)cc1Cl (stereo unspecified)	-0.6	-5	-1.4	2	0	-13	-0.8	1	7
COc1ccc(C(C(=O)NC(C)(C)C)N(CCO)C(=O)CCC(=O)Nc2cc(C)on2)cc1 (stereo unspecified)	-3.5	4	-0.8	-2	-10	10	-3.9	-1	5
Nc1ccc2nc(-c3ccccc3)c(-c3ccccc3)nc2c1	1.4	3	-0.5	.	7	-24	-1.5	2	-7
COc1ccc(CCNC(=S)Nc2ccc(C)cc2C)cc1	-2.3	1	.	3	5	7	2.1	-5	10
CC(C)Cn1nc(NC(=O)c2cccs2)c2cc3ccccc3nc21	-1.2	-13	-1.8	?	4	-4	-0.1	1	-11
O=C1C=C(c2cccs2)C[C@H](c2ccccc2)[C@H]1n1nnc([N+](=O)[O-])n1	-0.4	0	.	-6	27	4	1.7	-1	-8
O=C(COC(=O)COc1ccc(Cl)cc1)Nc1cccnc1Cl	-0.9	.	-2.1	-5	8	-3	.	1	-7
Brc1cnc2nc(SCc3nc4ccccc4[nH]3)[nH]c2c1	-3.8	-2	-1.1	0	13	9	-1.2	-3	5
CCOC(=O)c1c(NC(=O)CN2C(=O)NC(C)(c3ccc(Cl)cc3)C2=O)sc(C(=O)NC)c1C (stereo unspecified)	-34	-12	.	-11	8	2	-2.6	3	2
O=S(=O)(c1cccc(-c2cn3cccnc3n2)c1)N1CCOCC1	-0.8	-4	-1.1	-6	27	2	-1.4	+	-2
Cn1cc(Br)c(C(=O)NN2C(=O)C3C4C=CC(C5CC45)C3C2=O)n1 (stereo unspecified)	-2.8	7	.	-6	-7	11	-1.2	-1	4
CCCc1ccccc1OCCNS(=O)(=O)c1cc2c(cc1C)OCC(=O)N2	-9.5	-8	4.1	0	-1	-11	0.3	1	6
Cc1cc(NC(=O)c2cc(-c3cccnc3)nc3c(C)c(C)ccc23)no1	0.8	-6	0.0	3	14	7	2.5	15	1
O=C(NCc1ccc(Cl)nc1)c1ccc2sc([C@@H]3O[C@H](CO)[C@H](O)[C@H](O)[C@H]3O)nc2c1	-1.3	.	-0.3	4	2	.	.	0	-7
Cc1ccccc1NC(=O)CS(=O)(=O)c1cn(CC(=O)N2CCOCC2)c2ccccc12	-1.3	10	.	-15	-1	-3	-5.7	1	-4
COc1ccc(S(=O)(=O)Nc2cc(C)nn2-c2ccccc2)cc1	-1.9	2	0.3	-10	-8	0	1.9	4	5
O=C(c1cccs1)N1CCn2c1nc1ccccc12	-0.4	10	3.1	-1	12	6	-2.3	5	-2
CCN(CC)c1ccc(/C=N/NC(=O)c2ccoc2C)c(O)c1	-1.3	2	-1.2	2	37*	-14	1.9	12	20
CCc1nc2c(OCC(=O)C(C)(C)C)cccn2c1N(C)C(=O)c1cccs1	-0.8	.	1.2	4	3	.	.	0	1
CCc1cc2c(NCc3ccccc3)nc(C)nc2s1	-2.7	0	1.2	?	15	-4	-0.1	0	13
C=CCNc1nc2ccccc2nc1NS(=O)(=O)c1ccc(Cl)cc1	-1.3	-5	0.8	-5	22	7	0.8	2	-2
CC(NS(=O)(=O)c1ccc(N)cc1)C1CC2CCC1C2 (stereo unspecified)	.	4	.	2	-10	-37	2.2	0	7
C=CCNC(=S)/N=c1\sccn1C	-1.4	-1	-0.7	7	16	6	-5.6	2	1
C/C(=N\NC(=O)C(N)=O)c1ccc(Br)cc1	-0.1	6	.	-12	2	7	0.3	2	-7
COc1cc(NC(=O)c2sc3ncn(CC(=O)N4CCCCC4)c(=O)c3c2C)cc(OC)c1OC	1.2	-14	4.6	4	17	-13	-0.2	2	-8
CN(C)CCCNC(=S)N(CCCO)Cc1cc2cc3c(cc2[nH]c1=O)OCO3	-0.4	-8	1.2	24	13	6	0.2	26	5
CC(=O)N1CCc2c(sc(NC(=O)CN3C(=O)CCC3=O)c2C(N)=O)C1	-0.7	6	-1.1	-5	12	-16	-1.8	9	9
COc1ccccc1NC(=O)c1ccccc1Oc1ccccc1	-5.5	-12	-1.0	?	-4	-3	1.7	-2	-6
CCN(CC)c1ccc(S(=O)(=O)N2CCOCC2)cc1NC(=O)CSc1ccccc1	-0.6	1	-0.3	3	6	-3	4.5	-1	2
CC(C)(C)[C@H]1CCC(=O)N([C@H](CN=[N+]=[N-])Cc2ccccc2)CC1	-0.9	-8	4.2	-4	-1	2	-1.4	1	10
COc1ccc(C2(CO)OC(CO)C(O)C2O)cc1 (stereo unspecified)	0.7	.	-1.7	0	9	8	.	4	1
CC(=O)c1ccc(N2C(=NC(=O)C3CCCCC3)SC3CS(=O)(=O)CC32)cc1 (stereo unspecified)	-1.9	-3	1.2	0	6	6	0.9	1	3
O=C(Nc1nnc2n1CCS2)c1ccco1	-2.6	-1	-1.2	2	1	7	0.6	-1	0
CC1(C)Cc2c(sc(NC(=O)c3ccc4ncsc4c3)c2C(N)=O)C(C)(C)N1	-4.1	-3	.	5	15	5	1.1	0	0
C=CCNC(=S)NCCO	-3.3	1	0.5	1	-9	3	4.8	-5	2
Cc1nc2ccc(NC(=O)c3cccnc3)cc2s1	-1.6	-1	.	-6	1	3	-3.7	0	1
O=C(Nc1nc(-c2cccs2)cs1)c1ccc(Cl)cc1	-4.1	-46	4.3	2	7	15	0.4	-3	2
O=C(COC(=O)c1cccnc1Cl)Nc1ccc(N2CCOCC2)cc1	0.3	.	1.5	-5	7	4	.	3	-4
CC1(N2CCCCC2)C(=O)c2ccccc2C1=O	-1.1	-6	.	-3	-5	-2	-3.3	0	0
O=C(O)CCc1ccc(-c2ccccc2)n1NC(=O)c1ccco1	-4.2	6	-1.2	6	-5	1	2.0	2	-2
S=C(NCCc1ccccc1)Nc1ccccc1N1CCOCC1	0.9	-5	0.4	4	2	-5	-2.8	4	3
CN(C)c1ccc(N=Nc2ccccc2Br)cc1	-2.7	3	0.3	?	1	-3	-0.8	-11	1
COc1ccc(CC(=O)N2CCc3cc(OC)c(OC)cc3C2C)c(OC)c1 (stereo unspecified)	-1.4	1	2.4	-9	0	-12	2.0	0	.
O=C(c1ccc(F)c(S(=O)(=O)N2CCOCC2)c1)N(c1ccccc1)c1ccccn1	-3.6	4	.	-4	-11	11	-3.2	1	14
CC1(C(=O)Nc2ccc3c(c2)OCCO3)CCN1C(=O)C/C=C/c1ccccc1 (stereo unspecified)	-3.4	.	0.4	-3	8	.	.	1	8
CC1=NN(Cc2cc(C(C)(C)C)c(O)c(C(C)(C)C)c2)C(=O)C1	-3.1	-31	3.8	?	-3	8	0.2	1	0
Cc1ccc(C)c(S(=O)(=O)NCc2ccc(C(=O)N3CCCCC3C)cc2)c1 (stereo unspecified)	-3.7	-1	0.8	4	-12	1	0.8	1	6
O=c1ncccn1C1OC(CO)C(O)C1O (stereo unspecified)	-3.1	.	2.9	8	.	.	.	3	15
O=C(NCCN1CCOCC1)c1c[nH]c2ccc(S(=O)(=O)N3CCOCC3)cc2c1=O	-1.9	0	-0.2	4	11	3	1.3	15	-1
O=C(NCc1ccc(F)cc1)c1cc(C2CCCN(C(=O)c3cccs3)C2)on1 (stereo unspecified)	-0.3	.	1.7	7	12	.	.	1	-2
O=C(/C=C/c1ccc(Cl)cc1)N1CCN(Cc2ccccc2)CC1	0.1	7	0.0	-10	3	8	-0.7	0	-6
O=[N+]([O-])c1cccc(CN2CCN(c3ncccn3)CC2)c1	0.6	7	1.1	?	8	-23	0.1	1	-14
COc1cccc(CC2(CO)CCCN(Cc3nc(-c4cccs4)oc3C)C2)c1 (stereo unspecified)	-7.2	-8	2.6	0	4	4	2.2	6	-1
Nc1nc(SCC(=O)Nc2ccccc2Oc2ccccc2)n[nH]1	-2.9	2	0.8	-6	10	4	-0.6	-1	6
CCN1CCN(C(=O)CCc2nnc3ccc(N4CCC5(CC4)OCCO5)nn23)CC1	-4.1	2	-1.5	-7	4	5	3.9	0	-10
COc1ccc(CCNC(=O)CCCc2ccccc2)cc1OC	-2.6	3	-0.7	35*	0	2	-2.0	-2	5
CCOC(=O)C1CCN(C(=O)c2ccccc2CCc2ccccc2)CC1	-0.2	-2	-2.0	?	13	-2	-1.3	-1	-3
Cc1nnc(NC(=O)c2ccc3c(c2)OCO3)s1	-2.3	-6	1.0	2	4	-4	-0.8	6	6

The closing three records of the part before are carried over, then new ones follow.
SMILES	FadD28 binding	Rv3671c protease	BioA inh	BoNT-F LC inh	GDH-TPI inh	MazF activator	Mtb UGM inh	FBA Mtb inh	PrPC surface inh
COc1ccc(CCNC(=O)CCCc2ccccc2)cc1OC	-2.6	3	-0.7	35*	0	2	-2.0	-2	5
CCOC(=O)C1CCN(C(=O)c2ccccc2CCc2ccccc2)CC1	-0.2	-2	-2.0	?	13	-2	-1.3	-1	-3
Cc1nnc(NC(=O)c2ccc3c(c2)OCO3)s1	-2.3	-6	1.0	2	4	-4	-0.8	6	6
COc1ccc(-n2c(C)c(C)c3c(NCCCO)ncnc32)cc1	-1.4	.	35	-12	1	5	2.0	3	8
O=C(NC1CCSc2ccccc21)c1cc(S(=O)(=O)N2CCOCC2)ccc1Cl (stereo unspecified)	-1.8	-11	-1.5	-29	2	6	2.4	2	3
Cc1nn(Cc2noc(C(=O)NCCCn3ccnc3)n2)c(C)c1Br	1.3	-5	-3.6	-1	8	0	-1.7	3	-2
Cc1c(C(=O)NN)nn(-c2ccc(F)cc2)c(=O)c1C#N	-0.3	6	-0.6	-23	4	-11	-2.1	0	-35
Cc1nc(CN(C)C(=O)CC2C(=O)NCCN2Cc2ccc(-c3ccccc3)cc2)cs1 (stereo unspecified)	-2.0	-6	0.7	-17	8	-6	-0.9	2	1
O=C(CN1c2cccc3cccc(c23)S1(=O)=O)Nc1ccc(S(=O)(=O)N2CCOCC2)cc1	-2.6	-3	.	5	-2	-2	-0.8	6	-1
CCOc1cc(N2CCOCC2)c(OCC)cc1NC(=O)CSc1ccccc1C(=O)O	-0.1	-2	-4.2	-6	7	5	.	5	-2
CSc1ccc(/C=N\NC(=O)CNc2ccc(C)cc2)cc1	0.7	-6	0.7	-22	20	6	0.8	1	-4
Cc1ccc(C(=O)NC(c2ccccc2)C(Cl)Cl)cc1 (stereo unspecified)	-2.4	-6	0.4	5	-2	4	-1.6	-2	1
CC(C)(C)c1csc(NC2=NS(=O)(=O)c3ccccc32)n1	0.3	-8	.	0	36*	-12	1.1	-3	6
COc1cccc(NC(=O)C(C)OC(=O)CCCNC(=O)c2ccc(Cl)cc2)c1 (stereo unspecified)	-1.5	-6	3.7	-12	-2	5	3.5	7	3

Compound profiles, from the list above.
COc1ccc(-n2c(C)c(C)c3c(NCCCO)ncnc32)cc1 reads FadD28 binding: -1.4; Rv3671c protease: .; BioA inh: 35; BoNT-F LC inh: -12; GDH-TPI inh: 1; MazF activator: 5; Mtb UGM inh: 2.0; FBA Mtb inh: 3; PrPC surface inh: 8
Cc1c(C(=O)NN)nn(-c2ccc(F)cc2)c(=O)c1C#N reads FadD28 binding: -0.3; Rv3671c protease: 6; BioA inh: -0.6; BoNT-F LC inh: -23; GDH-TPI inh: 4; MazF activator: -11; Mtb UGM inh: -2.1; FBA Mtb inh: 0; PrPC surface inh: -35
